# Screens deposited in PubChem BioAssay by National Center for Advancing Translational Sciences (NCATS).
# A549 viability: A549 cytotoxicity, counter-screen for Nrf2 inhibitors; A549 ARE-Fluc cells, CellTiter-Fluor viability, 18-24 h; Potency, µM (doses to about 46 µM), without a hit: at the highest dose activity change, negative = cytotoxicity, most hits filed as inhibitors; actives 0.16% (n = 390,000); further: potency means the concentration at half of the fitted maximal effect; on the % scale 0 is the no-effect control and ±100 the full control effect
#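 A549 ARE-Fluc cells in 5% FBS OPTI-MEM, 5000 cells/well, rested 2 h then exposed to compounds in concentration-response for 18-24 h at 37 °C. Viability by CellTiter-Fluor fluorescence (Ex 405/Em 525) after 30 min; luciferase luminescence (BugLite, 15 min, RT) read afterwards.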
# Abeta rescue: A-beta toxicity reversal in yeast; yeast expressing A-beta42, growth rescue, OD600, 48 h; response scale: 0% DMSO, 100% iron-clioquinol control; Potency, µM (doses to about 46.1 µM), for the others: at the highest dose growth rescue, most hits filed as activators; actives 0.063% (n = 410,000); further: potency means the concentration at half of the fitted maximal effect; nearly all actives have a fitted effect of over 55% in size
#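 Yeast growth medium received pinned compounds, then yeast cells expressing toxic A-beta were added; plates incubated at 30 C for 48 hr. Growth read as absorbance at 600 nm, normalized to DMSO and equimolar FeCl3 plus clioquinol controls.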
# Nrf2 ARE act: activators of Nrf2 (ARE) signaling. Potency, µM (series often up to 46.1 µM), without a hit: at the top dose activation, usual class: activators. actives 0.31% (n = 410,000). AREc32 ARE-luciferase reporter (MCF7-derived line), luminescence, 24 h; further: potency means the concentration at half of the fitted maximal effect; % of control where 0% means no effect; nearly all actives have a fitted effect of over 65% in size
#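 Nrf2 activation is followed as ARE-luciferase induction in the AREc32 line after one day of compound treatment; luminescence is read with Steady-Glo.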
# CCT chaperon mod: modulators of cytosolic chaperonin (CCT/TRiC) activity; purified chaperonin ATPase assay, HTRF ADP detection, 30 min; activity change, % (no concentration beside the values), hits read low; actives 0.3% (n = 360,000); in the data active means activity change below about -30%; further: on the % scale 0 is the no-effect control and ±100 the full control effect
#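 ATPase activity: ADP formed was measured by HTRF Transcreener (665/615 nm ratio) after 30 min at 37 deg C with 10 uM ATP. Compounds screened at one 76 uM concentration against 40 or 20 nM TRiC in Tris pH 7.4/KCl/MgCl2/DTT buffer.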
# Nrf2 inh: blocks Nrf2 signaling. A549 ARE-Fluc reporter, luciferase luminescence, 18-24 h. Potency, µM (top dose mostly 46 µM), without a hit: top-dose activity change, negative = inhibition, actives largely listed as inhibitors. actives 2.1% (n = 360,000). AID 504444; further: potency means the concentration at half of the fitted maximal effect; on the % scale 0 is the no-effect control and ±100 the full control effect; nearly all actives have a fitted effect of over 60% in size
#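 A549 ARE_Fluc cells, 5000/well, 5% FBS OPTI-MEM; compounds in dose-response, 18-24 h at 37 °C/5% CO2; CellTiter-Fluor viability read (Ex 405/Em 525), then BugLite luciferase luminescence = Nrf2 activity.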
# Mm-Cpn inhibitor: inhibitors of Methanococcus maripaludis chaperonin (MmCpn); purified Mm-Cpn ATPase, ADP Transcreener TR-FRET; Potency, µM (titrated, usually from 76.9 µM), for the others: top-dose activity, negative = inhibition, hits mostly inhibitors; actives 0.031% (n = 330,000); further: potency means the concentration at half of the fitted maximal effect; on the % scale 0 is the no-effect control and ±100 the full control effect; nearly all actives have a fitted effect of over 80% in size
#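 Eu-cryptate anti-ADP/ADP-d2 competition gives a ratio inversely related to ADP. Enzyme at 25 nM was pre-exposed to compound for 10 min, then given 10 uM ATP for 30 min, 37°C throughout.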
# TGFb SMAD3 inh: TGF-b pathway inhibition; HepG2 CAGA-GFP TGF-b/SMAD3 reporter, GFP fluorescence, 18 h; TGF-beta stimulated, 500 pg/mL final; Potency, µM (titrated, usually from 46.1 µM), without a hit: top-dose activity, negative = inhibition, usual class: inhibitors; actives 1.2% (n = 410,000); AID 588855; further: potency means the concentration at half of the fitted maximal effect; on the % scale 0 is the no-effect control and ±100 the full control effect; nearly all actives have a fitted effect of over 65% in size
#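 GFP signal (ex488/em500-530) from TGF-beta-stimulated HEPG2 CAGA-GFP cells, 500 pg/mL final, 18 h at 37 degrees C in DMEM plus 1% FBS, normalized to unstimulated and DMSO-stimulated controls.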
# HepG2 viability: counter-screen for TGF-b inhibitors: cytotoxicity in HepG2 cells; HepG2 CAGA-GFP viability, ATP luminescence, 18 h; Potency, µM (doses to about 46.1 µM), for the others: top-dose activity change, negative = cytotoxicity, usual class: cytotoxic; actives 0.76% (n = 410,000); AID 588856; further: potency means the concentration at half of the fitted maximal effect; some results filed as inactive show a strong effect at the top dose
#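 CellTiter-Glo luminescence gave cytotoxicity after 18 hours at 37 degrees C. The cells were HepG2 CAGA-GFP in 1% FBS DMEM, stimulated with 500 pg/mL TGF-beta after compound addition. %Activity was normalised to no-cell wells (complete cell-killing) and DMSO (no toxicity), and curves were fitted and classified.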
# pAkt inh: inhibitors of Akt phosphorylation; Neuro2A IGF-stimulated pAkt S473 HTRF, 20 min; stronger effect = lower value; activity change, % for hits at 50 µM; actives 0.32% (n = 360,000); in the data active means activity change below about -80%; inconclusive means mostly about -51% to -80%; further: on the % scale 0 is the no-effect control and ±100 the full control effect
#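 Neuro2A cells (4,500/well, DMEM with 0.5% FBS) were treated with compound at a single 50 µM final concentration, stimulated with 6 nM IGF for 20 min at 37 °C, and lysed. Phospho-Akt Ser473 was read by HTRF as 665/615 ratio ×10^4.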
# Active calls of the source: *; i = inactive; ? = inconclusive; nt = no result given; [ ] = remark or other dose. Unless noted, the call rests on the fitted dose curve; in most records, active means well fitted curve in the direction sought with a large enough effect; inconclusive means small, poorly fitted or top-dose-only effect, or another doubt; inactive means no such curve, though single readings can be large; an effect the other way counts as inactive or inconclusive.
SMILES,A549 viability,Abeta rescue,Nrf2 ARE act,CCT chaperon mod,Nrf2 inh,Mm-Cpn inhibitor,TGFb SMAD3 inh,HepG2 viability,pAkt inh
CCCN(CCC)Cc1c(C(=O)N/N=C/c2ccc(Br)cc2)nnn1-c1nonc1N,?,12%,-0.5%,-2.0,16µM*,-1%,?,-60%,i
CC(=O)Nc1ccc(NC(=O)N(c2ccccc2)c2ccccc2)cc1,1%,-7%,-1.6%,-2.7,-5%,0%,11%,24%,i
COc1ccc(OC2OC3COC(c4ccco4)OC3C(O)C2NC(C)=O)cc1 (stereo not drawn),0%,-10%,0.5%,-1.8,0%,1%,-11%,-6%,i
Cc1cc(C)c(NC(=O)CS(=O)CC(=O)N2CCN(c3ccccc3)CC2)c(C)c1 (stereo not drawn),5%,11%,0.1%,-1.1,2%,-3%,-11%,-1%,i
COc1ccc(C(=O)O)cc1S(=O)(=O)Nc1ccc2cn[nH]c2c1,-1%,-5%,0.2%,-0.3,0%,0%,0%,-15%,i
COc1ccccc1C(=O)NC(=O)COC(=O)c1nc(Cl)ccc1Cl,-3%,14%,2.8%,-5.0,-7%,2%,0%,23%,i
COc1ccc(-c2ccc(CCC(=O)O)n2C(C)C)cc1,-12%,15%,3.5%,0.6,2%,1%,-4%,0%,i
COc1ccccc1OCCC(=O)OCC(=O)Nc1cccc(Br)c1,2%,-2%,-0.8%,2.5,3%,1%,11%,-22%,i
CC12CCC3C(CCC4N(CCO)CCC34C)C1CCC2O (stereo not drawn),5%,-4%,0.1%,-0.9,-4%,1%,4%,0%,i
O=C(Nn1cnc2ccccc2c1=O)c1ccc(Cl)c([N+](=O)[O-])c1,1%,-13%,3.3%,-2.1,4%,-1%,-2%,-34%,i
Cc1ccc(F)c(C2=CC(=O)C[C@H](c3ccc(F)cc3)C2)c1,6%,29%,0.5%,-4.3,-6%,0%,21%,25%,i
CO/N=C/NC(=O)C1=NOC(CNc2ncc(C(F)(F)F)cc2Cl)C1 (stereo not drawn),-7%,18%,-0.6%,-3.5,-1%,nt,-1%,1%,i
O=C(COC(=O)C1=NN(c2ccccc2)C(=O)CC1)Nc1ccc([N+](=O)[O-])cc1C(F)(F)F,-3%,3%,0.2%,-0.5,2%,-4%,1%,2%,i
CCOc1cc(C(=O)N2CCCN(C)CC2)cc(OCC)c1OCC,0%,8%,1.8%,-1.9,10%,-9%,15%,7%,i
Cc1c(NC(=O)C(C)OC(=O)CCC2CCCC2)c(=O)n(-c2ccccc2)n1C (stereo not drawn),-4%,5%,-0.3%,-1.9,11%,-1%,12%,13%,i
COc1ccccc1CC(NC(C)=O)C(=O)NC1CCN(C(=O)Nc2ccc(F)cc2)CC1 (stereo not drawn),-6%,1%,-0.6%,0.2,-14%,1%,14%,-1%,i
CCc1noc(C)c1C(=O)NCCc1ccc(S(N)(=O)=O)cc1,-3%,-11%,0.6%,-2.1,8%,0%,13%,14%,i
COC(CC(=O)NNC(=S)Nc1ccccc1)OC,0%,-1%,0.0%,-0.3,-3%,-3%,-8%,-12%,i
COC(=O)c1ccc(CSc2ccccc2C)o1,8%,-8%,0.2%,-0.8,5%,0%,25%,-11%,i
CC1CC(C(=O)Nc2ccccc2)C(=O)O1 (stereo not drawn),1%,7%,-0.1%,-1.1,4%,nt,0%,-52%,i

# Individual results from the results shown.
# `Cc1c(NC(=O)C(C)OC(=O)CCC2CCCC2)c(=O)n(-c2ccccc2)n1C` (stereo not drawn) in CCT chaperon mod is listed with -1.9
# `Cc1ccc(F)c(C2=CC(=O)C[C@H](c3ccc(F)cc3)C2)c1` in A549 viability is listed with 6%
# `COC(=O)c1ccc(CSc2ccccc2C)o1` in Nrf2 inh is listed with 5%

# Next results follow.
SMILES,A549 viability,Abeta rescue,Nrf2 ARE act,CCT chaperon mod,Nrf2 inh,Mm-Cpn inhibitor,TGFb SMAD3 inh,HepG2 viability,pAkt inh
CC(C)(O)[C@@H]1Cc2c(ccc3ccc(=O)oc23)O1,-9%,2%,-0.3%,-2.5,1%,-7%,7%,3%,i
CNCC(O)COc1ccccc1 (stereo not drawn),nt,-2%,-0.9%,-1.1,8%,0%,-14%,-2%,i
CC(CCN1CCC(n2nccc2NC(=O)c2ccccc2Cl)CC1)c1ccccc1 (stereo not drawn),-3%,-5%,2.5%,-2.0,-1%,3%,-25%,-40%,i
COc1ccc(N2CCN(C(=O)C3Cc4ccccc4CN3C(=O)c3ccccc3)CC2)cc1 (stereo not drawn),-8%,8%,3.5%,0.6,?,0%,-13%,-23%,i
Cc1ccc2cc(C#N)c(N3CCN(C(=O)c4cccs4)CC3)nc2c1,0%,8%,-0.4%,0.9,0%,2%,-3%,-25%,i
CN(C(=O)COC(=O)c1ccc2[nH]c3c(c2c1)CCCC3)C1CCS(=O)(=O)C1 (stereo not drawn),2%,-6%,0.0%,2.1,6%,-2%,-26%,-5%,i
Cc1ccc(S(=O)(=O)NN2C(=O)c3ccccc3NC2C)cc1 (stereo not drawn),-4%,4%,0.4%,-1.7,5%,2%,-14%,0%,i
Cc1ccc(Cn2ccsc2=NC(=O)CCl)cc1,-4%,-36%[inhibitor],22%,-7.8,10%,-1%,?,-113%,i
O=C(Nc1ccc2ccccc2n1)c1ccccc1,-3%,-13%,11µM*,-0.9,?,0%,20%,-24%,i
CN1CCN(CC(=O)c2cc(C(C)(C)C)c(O)c(C(C)(C)C)c2)CC1,0%,-5%,7.7%,-0.4,8%,1%,?,8%,i

# A section taken from the entries so far:
SMILES,A549 viability,Abeta rescue,Nrf2 ARE act,CCT chaperon mod,Nrf2 inh,Mm-Cpn inhibitor,TGFb SMAD3 inh,HepG2 viability,pAkt inh
CNCC(O)COc1ccccc1 (stereo not drawn),nt,-2%,-0.9%,-1.1,8%,0%,-14%,-2%,i
CC(CCN1CCC(n2nccc2NC(=O)c2ccccc2Cl)CC1)c1ccccc1 (stereo not drawn),-3%,-5%,2.5%,-2.0,-1%,3%,-25%,-40%,i
COc1ccc(N2CCN(C(=O)C3Cc4ccccc4CN3C(=O)c3ccccc3)CC2)cc1 (stereo not drawn),-8%,8%,3.5%,0.6,?,0%,-13%,-23%,i
Cc1ccc2cc(C#N)c(N3CCN(C(=O)c4cccs4)CC3)nc2c1,0%,8%,-0.4%,0.9,0%,2%,-3%,-25%,i
CN(C(=O)COC(=O)c1ccc2[nH]c3c(c2c1)CCCC3)C1CCS(=O)(=O)C1 (stereo not drawn),2%,-6%,0.0%,2.1,6%,-2%,-26%,-5%,i
Cc1ccc(S(=O)(=O)NN2C(=O)c3ccccc3NC2C)cc1 (stereo not drawn),-4%,4%,0.4%,-1.7,5%,2%,-14%,0%,i

# The results go on.
SMILES,A549 viability,Abeta rescue,Nrf2 ARE act,CCT chaperon mod,Nrf2 inh,Mm-Cpn inhibitor,TGFb SMAD3 inh,HepG2 viability,pAkt inh
O=S(=O)(c1cccc(C(F)(F)F)c1)N1CCN(c2nc(-c3ccccc3)nc3ccccc23)CC1,2%,nt,nt,nt,?,nt,9%,-7%,nt
O=C(Nc1ccccn1)c1c(O)c2cccc3c2n(c1=O)CCC3,-5%,5%,9.7%,-0.3,?,0%,0%,6%,i
Cc1ncoc1C(=O)Nc1cccc(Cl)c1,-7%,4%,1.2%,-0.7,10%,3%,-3%,-13%,i
CCN(CC)c1nc(N2CCOCC2)nc2ccccc12,11%,13%,-0.1%,-0.7,5%,1%,20%,25%,i
CCOC(=O)N1CCC(N2CCN(C3CCCC3)C(CCO)C2)CC1 (stereo not drawn),2%,11%,-0.4%,-1.5,-1%,-15%,-16%,-27%,i
COc1ccccc1CNC(=O)[C@H](Cc1c[nH]c2ccccc12)NC(=O)[C@@H]1Cc2ccccc2CN1,-13%,2%,-0.1%,2.2,-2%,-1%,-2%,-25%,i
CCN1C(=O)c2cccc3c(S(=O)(=O)Nc4ccccc4)ccc1c23,-7%,-14%,?,-12,?,0%,?,-34%,i
CC12CC(=O)C3C(CCC4=CC(=O)CCC43C)C1CC=C2CC(=O)O (stereo not drawn),-3%,9%,0.3%,1.2,-6%,nt,26%,2%,i
Cc1cccc(-c2nc3ccccc3c(=O)n2N)c1,13%,0%,1.4%,-3.5,21%,-1%,-10%,-21%,i
O=C(NCC1CCN(c2ccc(S(=O)(=O)N3CCOCC3)cc2)CC1)Nc1ccccc1,-16%,-16%,4.1%,-0.5,15µM*,-2%,-25%,-16%,i
Cc1c(C(=O)C(=O)NCCc2ccc(S(N)(=O)=O)cc2)c2ccccc2n1C,10%,-1%,-0.4%,0.6,9%,0%,1%,7%,i
O=C(Nc1cccc(F)c1)[C@@H]1CCCN1,-2%,17%,0.5%,0.5,1%,1%,5%,17%,i
CC(C)c1ccc(OCC(=O)NCC(c2ccc(Cl)cc2)N2CCOCC2)cc1 (stereo not drawn),14%,15%,4.9%,nt,-26%,nt,?,-26%,nt
